V1aR counter: counter-screen for oxytocin receptor agonists: human V1a receptor agonists; P37288; CHO-V1R cells, Fluo-8 calcium fluorescence, agonist mode; 0% DMSO, 100% 3 nM vasopressin; activation, % at 3 µM; 0.25% of 320,000 active;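 active means activation above the mean activation of all tested compounds plus 3 SD, per screening run, cut at about 20% in these data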;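 further: signal is peak over basal fluorescence ratio across a 100 second FLIPR read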
GPR7 antag: human neuropeptides B/W receptor 1 antagonism. P48145. inhibition, % at 4.4 µM. AID 1861. GPR7-expressing cells, fluorescence antagonist assay. 1.1% of 290,000 active; in the data active means inhibition above about 16%, passing the limit was not always enough;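 further: cells stimulated with the agonist NPW; 0% = agonist with vehicle and 100% = vehicle without agonist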
Target sequence (P48145 whole entry, looked up): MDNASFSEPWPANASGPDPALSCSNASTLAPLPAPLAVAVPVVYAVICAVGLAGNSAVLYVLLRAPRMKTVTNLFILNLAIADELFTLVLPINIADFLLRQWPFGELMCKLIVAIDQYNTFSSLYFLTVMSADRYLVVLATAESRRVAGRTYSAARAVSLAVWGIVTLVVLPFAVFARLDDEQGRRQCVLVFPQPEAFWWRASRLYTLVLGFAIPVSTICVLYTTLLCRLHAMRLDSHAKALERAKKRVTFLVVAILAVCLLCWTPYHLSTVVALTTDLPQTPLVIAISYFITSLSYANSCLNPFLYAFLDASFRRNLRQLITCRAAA
VIM-2 inhibitor: blocks Pseudomonas aeruginosa VIM-2 metallo-beta-lactamase; purified VIM-2, nitrocefin hydrolysis, epi-absorbance fluorescence; inhibition, % at 5.6 µM; 0.89% of 290,000 active; AID 1527;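 active means inhibition above the mean of all tested compounds plus 3 SD, cutoff set per screening run, cut at about 7.5% in these data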;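 further: red hydrolysis product quenches plate fluorescence so inhibitors raise well fluorescence; 0% = enzyme with DMSO and 100% = DMSO without enzyme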
DNA FID counter: fluorescent intercalator displacement, NS3 helicase counter-screen | DNA fluorescent intercalator displacement, fluorescence | inhibition, % at 7.9 µM | 0.17% of 290,000 active | AID 1845; in the data active means inhibition above about 37%;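 further: 0% = vehicle and 100% = reference compound; higher means more ethidium bromide displaced from hairpin DNA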
IMP-1 inh: blocks Pseudomonas aeruginosa IMP-1 metallo-beta-lactamase | purified IMP-1, nitrocefin hydrolysis, epi-absorbance fluorescence | inhibition, % at 5.6 µM | 0.45% of 290,000 active;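 active means inhibition above the mean plus 3 SD of all compounds in the same screening run, cut at about 4.5% in these data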;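 further: 0% = IMP-1 with DMSO and 100% = DMSO wells lacking enzyme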
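System: purified IMP-1; amount: IMP-1 0.2 nM before substrate addition; compound: single dose, 5.6 µM; times: 25 °C, 15 min preincubation, 25 min reaction; signal: Epi-absorbance via hydrolysed-nitrocefin quenching of white-plate fluorescence, 480/530 nm, EDTA stop; benchmarks: DMSO with and without IMP-1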
PHOSPHO1 block: inhibitors of human PHOSPHO1 phosphatase; Q8TCT1; recombinant PHOSPHO1, absorbance phosphatase assay; inhibition, % at 13.3 µM; 1.1% of 290,000 active; in the data active means inhibition above about 60%
GalR3 antag: antagonists of human GalR3. O60755. HEK293 GalR3-CNG cAMP membrane potential fluorescence; galR3 body fused to GalR1 C-terminus. inhibition, % at 3 µM. 0.44% of 360,000 active. AID 651719;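 active means inhibition above the screen-wide average plus 3 SD, cut at about 13% in these data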;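 further: forskolin and galanin both at EC90 stimulate the cells; cAMP rise reported by CNG channel membrane potential dye signal; 0% = forskolin plus galanin with DMSO and 100% = forskolin alone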
Target sequence (O60755 1-299 limits assumed): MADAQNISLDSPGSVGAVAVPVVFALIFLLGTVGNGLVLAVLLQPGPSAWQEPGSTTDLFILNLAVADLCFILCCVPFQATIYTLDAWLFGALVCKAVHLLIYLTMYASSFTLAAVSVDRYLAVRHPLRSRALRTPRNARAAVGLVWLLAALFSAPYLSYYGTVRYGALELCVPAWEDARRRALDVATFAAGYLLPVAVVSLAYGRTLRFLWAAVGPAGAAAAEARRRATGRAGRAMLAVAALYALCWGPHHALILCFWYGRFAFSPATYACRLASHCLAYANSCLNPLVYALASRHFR
OXTR agonist: activates the human oxytocin receptor | P30559 | CHO-OTR cells, Fluo-8 calcium fluorescence; normalized: DMSO 0%, oxytocin 100% | activation, % at 3 µM | 0.32% of 320,000 active | AID 2435;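 active means activation above the mean of all tested compounds plus 3 SD, cutoff set per screening run, cut at about 20% in these data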;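 further: peak over basal fluorescence ratio from a 100 s FLIPR kinetic read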
Target sequence (P30559 whole entry, looked up): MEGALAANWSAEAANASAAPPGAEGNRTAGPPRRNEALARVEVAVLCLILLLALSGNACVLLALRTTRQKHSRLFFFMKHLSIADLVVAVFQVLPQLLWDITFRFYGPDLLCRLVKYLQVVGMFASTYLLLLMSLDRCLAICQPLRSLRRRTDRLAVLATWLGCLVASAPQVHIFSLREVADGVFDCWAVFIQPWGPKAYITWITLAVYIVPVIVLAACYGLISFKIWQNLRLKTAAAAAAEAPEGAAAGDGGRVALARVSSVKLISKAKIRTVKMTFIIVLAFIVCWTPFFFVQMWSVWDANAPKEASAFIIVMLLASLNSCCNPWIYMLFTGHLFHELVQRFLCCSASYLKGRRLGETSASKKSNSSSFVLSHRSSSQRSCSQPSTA
HCV NS3 hel inh: HCV NS3 helicase inhibition. AID 1800. NS3 helicase DNA unwinding, Cy5 molecular beacon fluorescence. 0.56% of 290,000 active. inhibition, % at 10.9 µM;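 active means inhibition above the mean of all tested compounds plus 3 SD, set per campaign, cut at about 35% in these data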;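 further: 0% = DMSO wells and 100% = thioflavine S control wells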
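Material: hepatitis C virus NS3 helicase domain fragment enzyme; measured by: Cy5 fluorescence, 0 and 60 min reads; control set: DMSO and thioflavine S; incubation: 60 min unwinding reaction at 25 °C after ATP addition; read-out basis: % inhibition from 60/0 min fluorescence ratio, DMSO 0%, thioflavine S 100%; repeats: singlicate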
The depositor's hits bear a star; x = not tested or not shown. The order is random, and some 4.3% of all compounds hit somewhere here.

SMILES	V1aR counter	GPR7 antag	VIM-2 inhibitor	DNA FID counter	IMP-1 inh	PHOSPHO1 block	GalR3 antag	OXTR agonist	HCV NS3 hel inh
CC(C)(C)c1ccc(S(=O)(=O)NCc2ccccn2)cc1	3.3	12.0	-3.0	-16.6	-1.9	-2.1	-3.2	0.1	3.8
COc1ccc(C)cc1NC(=O)C(Sc1nnc(-c2cccs2)o1)c1ccccc1 (stereo unspecified)	-1.1	-5.2	1.2	-25.6	-3.3	-9.0	-2.1	-1.6	-3.6
CCOC(=O)C(C)n1cnc2c(nnn2-c2cccc(Cl)c2)c1=O (stereo unspecified)	1.4	-2.4	-3.4	0.7	-4.8	-9.3	x	1.3	-6.3
Nc1ccc2nc(CCCO)[nH]c2c1	-0.2	-9.7	-2.9	8.3	-4.8	18.8	5.4	-0.4	-2.1
Cc1cc(-c2nnc(CCC(=O)N(CC3CC3)CC3CCCO3)o2)no1 (stereo unspecified)	0.7	3.1	-2.3	-6.7	-1.3	36.8	-1.3	0.9	-3.6
Nc1nonc1-c1nc2ccccc2n1CC(=O)N/N=C/c1ccc(-c2cccc(C(=O)O)c2)o1	x	-3.2	-4.5	-35.3	-3.5	-1.3	-7.0	x	26.0
COc1ccc2cc(-c3ccon3)ccc2c1	-0.6	-4.0	-1.7	-1.2	-1.8	19.7	-7.5	-1.7	-1.4
O=C(Nc1cccc2c1CCCC2)C1CCN(c2nnnn2-c2ccccc2)CC1	2.5	-7.0	-1.8	-16.3	-4.1	-27.6	-0.5	-1.3	-6.3
CN(c1c[nH]c(=O)[nH]c1=O)C1CCCCC1	0.8	-2.3	-1.4	7.5	-0.6	36.3	9.3	2.5	-0.9
COc1ccc(/C=N/NC(=O)c2cccnc2)cc1CN1CCc2cc(OC)c(OC)cc2C1C (stereo unspecified)	-0.6	-8.5	0.7	3.8	-0.5	-12.7	-6.0	0.5	-16.0
O=C(Oc1cccc2cccnc12)c1cccc(N2C(=O)C3C4CCC(C4)C3C2=O)c1 (stereo unspecified)	1.0	-1.8	-1.1	-4.1	-2.1	-4.6	-0.5	0.8	1.8
COc1ccc(N(CC(=O)N2CCN(C)CC2)S(=O)(=O)c2ccccc2)cc1OC	-0.2	-0.6	0.0	7.7	-3.1	-4.1	-6.9	1.7	-7.5
CC1(C)COC2(OC1)C(=O)Nc1ccccc12	-0.1	-10.2	-0.9	-22.6	-4.1	30.4	3.6	0.7	-1.4
O=C(CNS(=O)(=O)c1cccc(Br)c1)NCC1CCCCC1	2.2	-4.9	-5.0	-25.0	-3.7	-17.9	-4.9	-1.4	0.3
C=CCNC(=S)N1CCN(CCN=Cc2c(C)[nH]n(-c3ccc([N+](=O)[O-])cc3)c2=O)CC1	0.5	-5.9	-2.4	0.3	-1.2	17.0	-2.1	1.8	11.1
Cc1cccc(N(C(=O)c2ccc(CN3CCOCC3)o2)C(C(=O)NC2CCCCC2)c2ccc(F)cc2)c1 (stereo unspecified)	1.2	-5.8	-4.1	-0.3	-3.5	-13.3	-1.2	-0.7	-1.3
COc1cccc(CNC(=O)C2CCN(S(=O)(=O)c3ccc(C)cc3)CC2)c1	2.9	-13.1	-0.7	-23.4	-0.9	40.3	-6.5	3.3	-8.5
COc1ccc(C)cc1NC(=O)CN1CCN(c2ccc(F)cc2)CC1	-0.8	4.1	-3.1	-24.6	-2.1	6.8	-6.8	-1.5	-2.9
CC1=C(C(=O)OCc2ccccc2)C(c2ccco2)C2=C(CC(C)(C)CC2=O)N1 (stereo unspecified)	-0.9	2.5	-1.3	-20.9	-1.2	1.6	-5.0	-1.7	3.3
COc1c(Br)cc(Br)cc1/C=N/NC(=O)c1cccnc1	x	-3.0	0.4	-20.2	-3.7	20.1	-10.2	x	-5.6
COC(=O)Cc1[nH]nc2c1C(c1cccc(OC)c1OC)C(C#N)=C(N)O2 (stereo unspecified)	0.1	6.7	-4.7	-7.1	-3.4	11.4	-3.8	0.9	4.6
COc1ccccc1C(=O)NC(=S)Nc1ccc(N2CCCC2)cc1	-0.6	-3.0	-1.9	-1.7	-2.8	0.8	-4.0	-1.2	-13.3
CCN(CCNC(=O)c1cccc(N2CCCC2=O)c1)c1ccccc1	-0.5	6.0	-3.0	-21.1	0.2	14.6	-1.7	-0.9	-4.7
Cc1ccccc1NC(=O)C1c2cccc[n+]2CC(=O)N1c1c(C)cccc1C (stereo unspecified)	-0.9	10.0	-1.4	-4.0	14.2*	94.9*	-5.4	-0.7	2.3
COC(=O)CSc1nc(NC(C)(C)C)nc(N(C)C)n1	-1.9	-11.3	0.4	-8.7	-2.9	23.8	-3.0	-2.0	4.5
COc1ccc(OCC(=O)N2CCC(Cc3ccccc3)CC2)cc1	6.5	-4.6	-3.9	-39.5	-1.2	14.4	-8.0	-0.1	12.3
CCCCn1c2c(c(=O)n(C)c1=O)C(CC(=O)OCC(=O)Nc1cccc(C(F)(F)F)c1)C(=O)N2 (stereo unspecified)	0.9	-6.1	-2.6	-27.7	1.0	16.4	-3.4	-0.1	-5.2
Cc1cccc(Nc2ncnc3c2cnn3C)c1	0.4	-2.5	-0.9	-1.1	-0.2	41.2	-5.0	-0.1	5.3
COc1cccc(N(CC(=O)NC(C)(C)C)C(=O)C2CSC(=O)C2)c1 (stereo unspecified)	0.4	6.4	0.4	-6.0	0.4	-68.8	-9.1	0.1	1.1
Cc1ccc(OCC(=O)NCCC2=CCCCC2)cc1	-1.2	-2.2	-0.8	-25.3	-1.0	-1.0	3.1	-2.8	-5.7

Profiles, quoted from the list.
CCCCn1c2c(c(=O)n(C)c1=O)C(CC(=O)OCC(=O)Nc1cccc(C(F)(F)F)c1)C(=O)N2 (stereo unspecified) reads V1aR counter: 0.9; GPR7 antag: -6.1; VIM-2 inhibitor: -2.6; DNA FID counter: -27.7; IMP-1 inh: 1.0; PHOSPHO1 block: 16.4; GalR3 antag: -3.4; OXTR agonist: -0.1; HCV NS3 hel inh: -5.2
COC(=O)Cc1[nH]nc2c1C(c1cccc(OC)c1OC)C(C#N)=C(N)O2 (stereo unspecified) reads V1aR counter: 0.1; GPR7 antag: 6.7; VIM-2 inhibitor: -4.7; DNA FID counter: -7.1; IMP-1 inh: -3.4; PHOSPHO1 block: 11.4; GalR3 antag: -3.8; OXTR agonist: 0.9; HCV NS3 hel inh: 4.6

(continued)
SMILES	V1aR counter	GPR7 antag	VIM-2 inhibitor	DNA FID counter	IMP-1 inh	PHOSPHO1 block	GalR3 antag	OXTR agonist	HCV NS3 hel inh
CC(C)N1CC2=C(C1=O)C(c1ccc(O)cc1)NC(=O)N2C (stereo unspecified)	0.8	-6.9	0.3	1.0	0.1	-21.8	12.1	0.6	17.1
Cc1ccc(S(=O)(=O)c2c(C)cc(C)nc2N2CCCC2)cc1	-2.1	-0.4	-1.2	-11.3	-1.5	32.2	-7.0	-1.8	-12.5
CC1(C)CC(=O)/C(=C(/O)Cc2ccccc2)C(=NCCc2ccccc2)C1	-0.8	-4.2	-1.1	-27.9	-3.4	-7.9	-2.6	-2.4	-25.6
Cc1cc(C(F)(F)F)cc(NNC(=O)NC(=O)c2c(F)cccc2Cl)n1	-1.3	-18.9	-3.7	-26.4	-2.2	56.3	-0.8	0.4	-14.4
CCCC(c1nnnn1Cc1ccc2c(c1)OCO2)N1CCC(C(N)=O)CC1 (stereo unspecified)	1.3	-7.8	-2.1	-7.9	-2.2	37.0	-4.5	1.5	1.2
COc1ccc(CC(=O)NNc2ncnc3c2cnn3-c2ccc(C)cc2)cc1	0.7	6.6	-1.1	-5.4	0.3	0.8	-6.8	4.1	11.7
Cc1cc(/C=C2/NC(=O)NC2=O)c(C)n1-c1ccc(C#N)cc1	-0.1	-9.2	-2.6	-5.2	-0.8	-9.9	-5.2	0.4	2.7
CC(=O)Nc1ccc(/C=C/c2nc3ccccc3[nH]c2=O)cc1	0.2	-10.8	-1.4	-0.4	-1.7	35.9	-7.9	-0.1	-5.2
CN(C)CCNC(=O)Nc1ccc(F)cc1F	2.1	-8.1	-2.3	-3.1	-1.7	32.2	-5.0	-0.2	1.0
O=C(c1cccc(-c2nnc(-c3ccccc3)o2)c1)N1CCCCC1	4.7	15.5	-0.8	-27.8	-2.4	20.7	-0.9	0.5	-2.3

The closing four records of the section above lead into the next:
SMILES	V1aR counter	GPR7 antag	VIM-2 inhibitor	DNA FID counter	IMP-1 inh	PHOSPHO1 block	GalR3 antag	OXTR agonist	HCV NS3 hel inh
Cc1cc(/C=C2/NC(=O)NC2=O)c(C)n1-c1ccc(C#N)cc1	-0.1	-9.2	-2.6	-5.2	-0.8	-9.9	-5.2	0.4	2.7
CC(=O)Nc1ccc(/C=C/c2nc3ccccc3[nH]c2=O)cc1	0.2	-10.8	-1.4	-0.4	-1.7	35.9	-7.9	-0.1	-5.2
CN(C)CCNC(=O)Nc1ccc(F)cc1F	2.1	-8.1	-2.3	-3.1	-1.7	32.2	-5.0	-0.2	1.0
O=C(c1cccc(-c2nnc(-c3ccccc3)o2)c1)N1CCCCC1	4.7	15.5	-0.8	-27.8	-2.4	20.7	-0.9	0.5	-2.3
C=CCOc1ccc(CNCc2cccnc2)cc1	0.6	-12.2	-1.2	2.2	-2.3	18.7	-7.4	0.1	-4.4
COc1cccc(C(=O)NCC(=O)N/N=C(C)\C=C\c2ccccc2)c1	-0.2	-4.3	-4.0	-9.1	-2.6	-0.6	-0.6	-2.9	0.6
COc1ccc(NC(=O)CSc2n[nH]c(-c3ccco3)n2)cc1	-0.2	6.3	-1.7	6.0	-3.2	23.4	-3.3	-0.7	11.7
CCc1ccccc1NC(=O)c1cnn(-c2ccccc2)c1C	-0.5	-10.6	-2.1	-13.8	-3.0	34.0	-10.3	-0.4	-5.0
CN(C)S(=O)(=O)c1ccc(C(=O)NCC2CC2(Cl)Cl)cc1 (stereo unspecified)	2.3	-9.7	0.3	-4.8	-1.5	19.4	-8.4	2.5	9.4
CCOC(=O)C(=CNc1cccc(C)n1)C(=O)OCC	-1.3	-4.3	-1.8	-8.8	-1.8	8.9	-4.2	-1.8	3.9
Cc1c(C(=O)Nc2cccc(-c3nnc4n3CCCCC4)c2)oc2ccccc12	2.1	-10.1	-1.4	-32.9	-3.1	-18.4	0.0	-1.3	-2.6
Cc1cc(C)c(C)c(C(=O)c2ccccc2C(=O)O)c1C	-0.2	-1.5	-3.6	-4.9	-1.6	-24.5	-4.0	-0.9	4.0
O=C(Nc1ccc2oc(=O)ccc2c1)c1ccc(-c2cccc([N+](=O)[O-])c2)o1	2.6	-3.5	-2.1	0.9	-2.5	-6.3	-2.6	-0.8	14.1

Assay outcomes: PubChem, several laboratories
